# Screens as filed in PubChem BioAssay.
# NCI-60 one-dose screen, 48 h, at 10 µM unless noted. Numbers give growth in % (100 = growth as untreated, 0 = no growth, -100 = all killed).
# PC-3 = PC-3 prostate cancer cells | actives 3.9% (n = 80,000) | AID 1794754
# UO-31 = UO-31 renal cancer. actives 5.2% (n = 81,000). AID 1794768
# DU-145 = DU-145 prostate cancer; actives 4.2% (n = 81,000)
# SF-295 = SF-295 CNS cancer cells | actives 5.6% (n = 79,000) | AID 1794758
# U251 = U251 CNS tumor cells | actives 5.4% (n = 80,000) | AID 1794753
# 786-0 = 786-0 renal cancer cells; AID 1794775; actives 5.1% (n = 81,000)
# SF-268 = SF-268 CNS cancer cells | actives 3.1% (n = 82,000)
# SF-539 = SF-539 CNS cancer; actives 6.8% (n = 81,000)
# SN12C = SN12C renal cancer cells | actives 3.8% (n = 81,000)
# * = called active by the depositor; / = no result given; & = joins results of further samples; [ ] = remark or other dose. Rule for the calls: active = growth percent below 10; inactive = the rest.
1. O=C1OC2(CCCC2)OC(=O)C1=C/C=C/c1ccc([N+](=O)[O-])o1
2. Cc1c(C(=O)OC(=NC2CCCCC2)NC2CCCCC2)sc2c1c(=O)nc1c(C#N)n[nH]n12
3. COc1ccc2c(c1)OC1(Oc3cc(OC)ccc3C=C1C)C(C)=C2
4. CCOC(=O)c1c(C)c2c(n1C)CSCC2=O
5. COc1cccc(-c2nc3sccn3c2-c2ccnc(NCCCNS(=O)(=O)c3cccc4ccccc34)c2)c1
6. O=C(O)c1ccccc1C(=O)Nc1ccccc1
7. O=C(COc1cccc(/C=C2\COc3ccc(Cl)cc3C2=O)c1)c1ccc(Cl)cc1
8. O=C(NN1C(=O)/C(=C/C=C/c2ccco2)SC1=S)c1ccc(Cl)cc1

entry no.	1	2	3	4	5	6	7	8
PC-3	101	118	94	65[100 µM]	45	107	/	98
UO-31	82	80	61	48[100 µM]	30	77	69	91
DU-145	107	110	97	82[100 µM]	73	117	124	103
SF-295	110	109	103	79[100 µM]	77	107	120	99
U251	101	107	92	83[100 µM]	79	99	87	101
786-0	104	92	91	58[100 µM]	88	96	98	102
SF-268	103	106	90	73[100 µM]	66	116	94	94
SF-539	95	104	91	58[100 µM]	84	/	87	96
SN12C	111	117	94	78[100 µM]	62	98	97	91

9. O=NN(C(=O)NCc1cccnc1)C1CCCCC1
10. O=C(O)c1ccc(-n2c(-c3ccc(Cl)cc3)nc(-c3ccccc3)c2-c2ccccc2)cc1
11. COc1ccc(C2=NOC(c3cnccn3)C2)cc1OC (stereo unspecified)
12. Cc1cc(N=C2NC(=O)/C(=C/c3cccs3)S2)no1
13. N#C/C(=C\c1ccc(Br)cc1)n1nnc2cc(F)c(F)cc21
14. Cc1cccc(C(=O)c2ccc(Cl)cc2)c1O
15. CCN1CCN(CCOc2ccc(CNc3ccc4nc(CCC(C)C)[nH]c4c3)cc2)CC1
16. COc1cc(/C=N/NC(=O)CSc2nc3ccccc3c(=O)n2Cc2ccc(S(N)(=O)=O)cc2)ccc1O

entry no.	9	10	11	12	13	14	15	16
PC-3	92	91	64	72	31	103	97	102
UO-31	92	91	86	72	34	103	76	76
DU-145	113	106	104	71	16	106	108	111
SF-295	95	95	98	48	99	111	93	102
U251	98	98	85	54	30	108	89	107
786-0	102	/	91	80	23	112	95	105
SF-268	107	96	103	69	34	104	94	91
SF-539	97	96	103	71	-2.3*	102	80	97
SN12C	107	/	101	72	17	107	86	102

17. COc1cc(CNC(=O)/C=C/c2ccccc2)ccc1OCc1cn(-c2ccc(F)cc2)nn1
18. Cc1cc(F)cc(NS(=O)(=O)c2ccc(-c3cnc(C4CC4)o3)cc2)c1
19. c1ccc(-c2nnc(Cn3c(COc4cccc5ccccc45)nc4ccccc43)o2)cc1
20. CN1CCC2(CC1)NC(=O)c1c(c3ccc(Cl)c(Cl)c3n1C)C2C#N (stereo unspecified)
21. Cc1ccc(C(=O)Nc2cccc(C(F)(F)F)c2)cc1Nc1nc(-c2cnccn2)nc2c1cnn2C
22. COc1cc(Nc2nc(N[C@H]3CCCC[C@@H]3N)nc3cc[nH]c(=O)c23)cc(OC)c1
23. O=C(CCCCCCN1CC(=O)N2[C@@H](c3ccccc3Br)c3[nH]c4ccccc4c3C[C@H]2C1=O)NO
24. N#Cc1c(NCc2ccccc2I)sc2c1CCCCC2

entry no.	17	18	19	20	21	22	23	24
PC-3	94	17	77	67	90	45	56	99
UO-31	82	43	57	62	38	48	58	80
DU-145	99	24	110	92	97	42	63	102
SF-295	61	-5.6*	89	95	79	/	55	97
U251	95	23	100	91	82	44	45	90
786-0	94	47	102	69	74	40	87	90
SF-268	73	64	91	67	82	48	80	94
SF-539	84	-1.6*	82	76	61	-3.0*	51	97
SN12C	91	45	92	64	65	33	66	97

25. O=C(Nc1ccc(F)cc1)Nc1ccc2c(ccn2C(=O)c2cccc(F)c2)c1
26. O=c1[nH]c2ccccc2[nH]c1=O
27. COc1ccc2[nH]c(=O)c(O)c(-c3ccc(F)cc3)c2c1
28. OC(c1ccccc1)(C(F)(F)Cl)C(F)(F)Cl
29. C#CCOC(=O)[C@]1(C)CCC[C@@]2(C)[C@H]1CC=C1C=C(C(C)C)CC[C@@H]12
30. COc1cc(C)ccc1Oc1nc(Nc2ccc(N3CCOCC3)cc2)ncc1N=Cc1cccc(OC(F)(F)F)c1
31. COc1ccc(C2(SCCNCc3cc(N(C)C)ccn3)c3ccccc3C=Cc3ccccc32)cc1
32. O=Nc1c(-c2c(O)[nH]c3ccc([N+](=O)[O-])cc23)[nH]c2ccc(O)cc12

entry no.	25	26	27	28	29	30	31	32
PC-3	92	113	81	98	87	70	14	2.1*
UO-31	88	90&78	78	93	92	51	34	-1.1*
DU-145	94	105&110	108	117	105	88	18	6.7*
SF-295	93	87&108	99	100	108	73	1.4*	21
U251	106	100&109	96	102	103	88	0.4*	0.6*
786-0	95	78&96	99	105	99	70	24	4.2*
SF-268	100	99&109	91	99	98	77	28	6.5*
SF-539	99	89&102	104	106	105	72	-68*	-34*
SN12C	94	97&112	101	103	100	58	/	24

# Further records follow.
# Codes: A = PC-3; B = UO-31; C = DU-145; D = SF-295; E = U251; F = 786-0; G = SF-268; H = SF-539; I = SN12C
33. O=C1CNC(=O)c2cc(Cl)ccc2N1
  A: 90; B: 97; C: 112; D: 98; E: 100; F: 104; G: 105; H: 102; I: 97
34. Cc1ccccc1C(O)c1ccccc1 (stereo unspecified)
  A: 107; B: 74; C: 100; D: 98; E: 114; F: 102; G: 97; H: 97; I: 102
35. Cc1cc2c3ccccc3ncn2n1
  A: 101; B: 97; C: 115; D: 115; E: 99; F: 93; G: 108; H: 96; I: 101
36. CCCCC[C@@H]1Cc2cc(O)c(C(=O)O)c3c2[C@H](C[C@@]2(CCCO2)O3)O1
  A: 101; B: 45; C: 111; D: 101; E: 105; F: 103; G: 116; H: 103; I: 104
37. CNCCCNCCCCNCCCN1C(=O)c2ccc3c4c(ccc(c24)C1=O)C(=O)N(CCCNCc1ccccc1OC)C3=O
  A: 59; B: 17; C: 29; D: 22; E: 41; F: 39; G: 18; H: 22; I: 25
38. OC1C2CC3C1C3C2O (stereo unspecified)
  A: 99; B: 98; C: 104; D: 103; E: 98; F: 93; G: 102; H: 105; I: 100
39. Nc1n[nH]c(CC(=O)NCc2ccccc2)n1
  A: 101; B: 78; C: 127; D: 107; E: 109; F: 100; G: 118; H: 117; I: 102
40. O=C(COc1cc(O)c2c(=O)cc(-c3ccccc3)oc2c1)Nc1ccccc1C(F)(F)F
  A: 65; B: 17; C: 53; D: 35; E: 4.1*; F: 7.1*; G: 63; H: 35; I: 28
41. COC(=O)C1(CC(=O)c2ccco2)NC(=S)NC(=O)C1C#N (stereo unspecified)
  A: 97; B: 91; C: 119; D: 102; E: 111; F: 108; G: 108; H: 97; I: 123
42. O=P(NCc1ccccc1)(OCc1ccccc1)OCc1ccccc1
  A: 87; B: 85; C: 110; D: 98; E: 95; F: 103; G: 107; H: 105; I: 95
43. O=C(O)C1CC(C(=O)O)SS1 (stereo unspecified)
  A: 106; B: /; C: 104; D: /; E: 97; F: 108; G: 109; H: 111; I: 102
44. CCCCCCCCCCCCCc1nc(-c2cc(OC)c(OC)c(OC)c2)no1
  A: 83; B: 79; C: 105; D: 105; E: 99; F: 100; G: 100; H: 100; I: 94
45. CCN(CC)CCCOc1cc(N)ccc1C#N
  A: 72; B: 91; C: 115; D: 99; E: 88; F: 104; G: 106; H: 97; I: /
46. Cn1cc(-c2nnc(N)nc2-c2c[nH]c3ccccc23)c2cc(F)ccc21
  A: 87; B: 57; C: 103; D: 87; E: 81; F: 91; G: 89; H: 82; I: 94
47. O=P1(O)CC2=C(CC=CC2)C1
  A: 99; B: 86; C: 105; D: 109; E: 100; F: 102; G: 93; H: 109; I: 99

# Pulled by compound from above:
# Codes: A = PC-3; B = UO-31; C = DU-145; D = SF-295; E = U251; F = 786-0; G = SF-268; H = SF-539; I = SN12C
39. Nc1n[nH]c(CC(=O)NCc2ccccc2)n1
  A: 101; B: 78; C: 127; D: 107; E: 109; F: 100; G: 118; H: 117; I: 102
35. Cc1cc2c3ccccc3ncn2n1
  A: 101; B: 97; C: 115; D: 115; E: 99; F: 93; G: 108; H: 96; I: 101
43. O=C(O)C1CC(C(=O)O)SS1 (stereo unspecified)
  A: 106; B: /; C: 104; D: /; E: 97; F: 108; G: 109; H: 111; I: 102
37. CNCCCNCCCCNCCCN1C(=O)c2ccc3c4c(ccc(c24)C1=O)C(=O)N(CCCNCc1ccccc1OC)C3=O
  A: 59; B: 17; C: 29; D: 22; E: 41; F: 39; G: 18; H: 22; I: 25
33. O=C1CNC(=O)c2cc(Cl)ccc2N1
  A: 90; B: 97; C: 112; D: 98; E: 100; F: 104; G: 105; H: 102; I: 97
47. O=P1(O)CC2=C(CC=CC2)C1
  A: 99; B: 86; C: 105; D: 109; E: 100; F: 102; G: 93; H: 109; I: 99
41. COC(=O)C1(CC(=O)c2ccco2)NC(=S)NC(=O)C1C#N (stereo unspecified)
  A: 97; B: 91; C: 119; D: 102; E: 111; F: 108; G: 108; H: 97; I: 123

# Other compounds:
# Codes: A = PC-3; B = UO-31; C = DU-145; D = SF-295; E = U251; F = 786-0; G = SF-268; H = SF-539; I = SN12C
48. CON=C1CCC(C(C)(C)C)CC1 (stereo unspecified)
  A: 102; B: 94; C: 110; D: 97; E: 103; F: 101; G: 109; H: 101; I: 105
49. COc1ccc(/C(C)=N/N=C2C(=O)Nc3c(Cl)cccc32)cc1S(N)(=O)=O
  A: 90; B: 91; C: 104; D: 95; E: 93; F: 100; G: 93; H: 88; I: /
50. COc1cc2nc(Cl)nc(Nc3cccc(C(C)=O)c3)c2cc1OC
  A: 91; B: 76; C: 96; D: 104; E: 96; F: 96; G: 95; H: 90; I: 95
51. O=C(Cn1cc(COc2ncnc3c2cnn3-c2ccccc2)nn1)Nc1ccc(F)cc1
  A: 98; B: 90; C: 88; D: 92; E: 102; F: 98; G: 88; H: 96; I: 98
52. COc1cc2c3c(n(CCCN4CCC[C@@H]4CO)c(=O)c2cc1OC)-c1cc2c(cc1C3=O)OCO2
  A: -18*; B: -93*; C: -100*; D: -86*; E: -95*; F: -86*; G: -61*; H: -98*; I: -92*
53. N#Cc1nc(CC(=O)c2ccc(Cl)cc2Cl)c(CC(=O)c2ccc(Cl)cc2Cl)nc1C#N
  A: 88; B: /; C: 105; D: 95; E: 98; F: 98; G: 98; H: 96; I: 96
54. CN1CCN(c2ccc3c(C(N)=O)c(NC(=O)c4ccc(C(C)(C)C)cc4)sc3c2)CC1
  A: 79; B: 97; C: 87; D: 80; E: 59; F: 71; G: 98; H: 64; I: 90
55. O=C(CCc1nnc2sc(-c3ccccc3)nn12)c1nc2ccccc2[nH]1
  A: 86; B: 77; C: 106; D: 77; E: 89; F: 103; G: 116; H: 79; I: 87
56. C=CCNC(=S)N/N=C(\C)c1nnn(-c2ccc(Cl)cc2)c1C
  A: 85; B: 70; C: 96; D: 98; E: 101; F: 103; G: 98; H: 101; I: 108
57. COc1ccc2ccccc2c1/C=C1\SC(=Nc2ccc(O)cc2)NC1=O
  A: 22; B: 18; C: 35; D: 11; E: 5.1*; F: 18; G: 38; H: -22*; I: 6.0*
58. CCC(C)[C@H](NC(=O)[C@H](CC(=O)O)NC(=O)[C@@H](NC(=O)[C@@H](NC(=O)[C@H](Cc1c[nH]c2ccccc12)NC(=O)[C@H](Cc1cnc[nH]1)NC(=O)[C@@H](N)CO)C(C)(C)C)C1CCCCC1)C(=O)O (stereo partly specified)
  A: 100; B: 76; C: 101; D: 101; E: 101; F: 107; G: 95; H: 100; I: 108
59. COc1ccc2oc(=O)cc(-c3sc(N4CCCCC4)nc3-c3ccccc3)c2c1
  A: 90; B: 73; C: 101; D: 95; E: 108; F: 98; G: 93; H: 86; I: 106
60. O=C(O)c1ccc(-c2ccc(/C=N/NC(=O)c3[nH]c4ccc(Br)cc4c3-c3ccccc3)s2)cc1O
  A: 64; B: 87; C: 109; D: 83; E: 34; F: 57; G: 66; H: 58; I: 66
61. COc1ccc(-c2nc3ccc(-c4nnc(SCC(=O)Nc5ccc(Br)cc5)o4)cc3[nH]2)cc1
  A: 84; B: 89; C: 99; D: 95; E: 85; F: 62; G: 98; H: 62; I: 96
62. COc1ccc(C(=O)CSc2cc[o+]cc2)cc1
  A: 95; B: 91; C: 113; D: 104; E: 98; F: 98; G: 105; H: 94; I: 107
63. CCOC(=O)c1ccc(O)cc1
  A: 84&90; B: 99&86; C: 110&116; D: 106&100; E: 93&112; F: 102; G: 99&106; H: 100&104; I: 104&94
64. O=C(NN1C(=O)c2c(Cl)c(Cl)c(Cl)c(Cl)c2C1=O)c1ccc(OCc2nc3ccc(Cl)cc3[nH]2)cc1
  A: 106; B: 86; C: 107; D: 105; E: 109; F: 103; G: 114; H: 99; I: 96
65. COc1ccc(/C=C(\C#N)c2cc3ccccc3n2S(C)(=O)=O)cc1
  A: 80; B: 56; C: 98; D: 72; E: 97; F: 100; G: 88; H: 79; I: 91
66. CCCCCCN(CCCCCC)C(C)C(O)c1ccc2cc(Br)c3ccccc3c2c1 (stereo unspecified)
  A: 85; B: 93; C: 116; D: 94; E: 117; F: 110; G: 102; H: 114; I: 109
67. COc1cc(OC)c2c(=O)cc(-c3ccccc3)oc2c1
  A: 81; B: 70; C: 111; D: 94; E: 92; F: 49; G: 104; H: 108; I: 93
68. O=C(C[N+]12CN3CN(CN(C3)C1)C2)c1ccc(Cl)cc1
  A: 94; B: 88; C: 119; D: 117; E: 105; F: 104; G: 100; H: 98; I: 96
69. COc1cc(OC)c(S(=O)(=O)NNC(=O)c2ccncc2)cc1C(=O)/C=C/c1cc(OC)c(OC)c(OC)c1
  A: 94; B: 84; C: 109; D: 103; E: 104; F: 102; G: 98; H: 94; I: 97

# Hits appear at their usual frequency; 9.4% or so of the library scored in one or more.
